EBV gp42 block: EBV gp42 inhibition; Fluorescence polarization binding assay, mP read-out; Q1HVG2; inhibition, % (tested at 21.74 µM); hit rate 0.42% among 220,000; AID 1085; in the data active means inhibition above about 50%
TNF necrop inh: blocks TNF-alpha induced death of Jurkat FADD-/- cells | Jurkat FADD-/- TNF necroptosis rescue, ATP luminescence, 24 h; 0 = TNF only, 100 = no-TNF cells | activation (protection from cell death), % at 10 µM | hit rate 0.068% among 220,000 | AID 463075;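 active means activation, meaning protection from cell death, of at least 50% relative to plate controls; inactive means activation below 50%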;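 further: necroptosis triggered by 40 ng/mL TNF-alpha added together with compound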
CHOP inhibitor: CHOP inhibition in unfolded protein response; hit rate 3.8% among 220,000; inhibition, % at 10 µM; AID 2732; CHO-K1 CHOP-promoter luciferase, tunicamycin-induced, 15-18 h;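 active means compounds that reduced the stress-induced luciferase reporter signal by more than about 70% of percent inhibition, limit read from the data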;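 further: 0% = tunicamycin plus vehicle and 100% = wells without tunicamycin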
TRPML3 agonist: agonists of human TRPML3 channel | Q8TDD5 | HEK293 TRPML3-YFP, Fluo-8 calcium fluorescence; 100% = the carbachol control signal | activation, % at 3 µM | hit rate 0.29% among 220,000 | AID 1448;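 active means activation above its plate's cutoff, the mean activation of the plate's test wells plus 3 SD, cut at about 12% in these data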;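 further: 0% = DMSO only wells and 100% = carbachol wells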
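Material: TRPML3-YFP stable HEK293 cells | Dosing: One concentration, 3 µM nominal, 0.3% DMSO | Timing: 125 s total fluorescence read per well | Technique: Fluo-8 calcium dye fluorescence, ex 470-495, em 515-575 nm | Measure: Percent activation from peak-to-basal fluorescence ratio, scaled between DMSO and carbachol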
TRPN1 ag: zebrafish TRPN1 (NompC) channel agonism; hit rate 0.18% among 220,000; activation, % at 3 µM; HEK293 zebrafish TRPN1-YFP, Fluo-8 calcium fluorescence; 100% = response to 87 µM carbachol;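 active means activation above its plate's cutoff, the mean activation of test wells on that plate plus 3 SD, cut at about 19% in these data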;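 further: 0% = DMSO alone and 100% = 87 µM carbachol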
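System: zebrafish TRPN1-YFP in HEK293 cells / Dosing: 3 µM single point / Timing: dye loading 1 h at 37 °C, then 30 min room temperature / Signal: Fluo-8 calcium fluorescence, excitation 470-495 nm, emission 515-575 nm / Read-out basis: percent activation from peak over basal fluorescence ratio, control-normalized / Control set: high carbachol 87 µM, low DMSO alone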
PPC-1+TRAIL kill: kills PPC-1 cancer cells in the presence of TRAIL | PPC-1 cells + TRAIL, ATPLite viability luminescence | cell killing (% activity), % at 4 µM | hit rate 0.41% among 220,000;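 active means cell killing above 50% in the first pass at 4 µM, then a duplicate retest at 5 µM averaging 50% or more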;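 further: plate controls were cells with TRAIL plus DMSO for no effect and medium-only wells lacking cells for full effect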
p47phox inh: blocks human p47phox regulatory protein of NADPH oxidases | inhibition, % at 24.7 µM | AID 1274 | p47phox/p22phox peptide binding, fluorescence polarization, 2 h | P14598 | hit rate 0.53% among 220,000;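 active means inhibition above about 30%, limit read from the data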;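 further: 0% = p47phox with labelled peptide and 100% = labelled peptide alone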
Target sequence (P14598 whole entry, looked up): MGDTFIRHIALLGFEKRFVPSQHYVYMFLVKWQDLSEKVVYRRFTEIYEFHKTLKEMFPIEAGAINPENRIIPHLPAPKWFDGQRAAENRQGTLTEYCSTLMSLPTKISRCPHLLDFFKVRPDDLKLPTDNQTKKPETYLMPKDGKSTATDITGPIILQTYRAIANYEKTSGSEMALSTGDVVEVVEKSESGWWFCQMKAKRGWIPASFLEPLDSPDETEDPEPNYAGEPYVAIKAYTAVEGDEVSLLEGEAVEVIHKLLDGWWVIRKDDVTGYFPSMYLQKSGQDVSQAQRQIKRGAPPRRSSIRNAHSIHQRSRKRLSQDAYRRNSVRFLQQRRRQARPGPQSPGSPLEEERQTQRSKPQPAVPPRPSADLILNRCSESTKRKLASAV
MDM2 E3 inh: Mdm2 E3 ligase (human) inhibition. Q00987. cell-based MDM2 ubiquitination luciferase reporter, 2 h; 0 = plate control, 100 = twice control, blank-subtracted. signal enhancement, % at 5 µM. hit rate 0.11% among 210,000. AID 1230;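 active means signal enhancement of 30% or more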;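 further: luminescence tracks abundance of the self-degrading MDM2-luciferase fusion protein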
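Assay system: stable mammalian line carrying autodegrading MDM2–luciferase fusion reporter; Input: 2000 cells in each well; Compound dosing: single-point 5 µM; Schedule: 2 h compound exposure at 37 °C; Signal: SteadyLite luciferase luminescence after 15 min room-temperature reagent incubation; Evaluation: % luminescence enhancement versus blank-corrected plate control mean; Benchmarks: plate controls and plate blanks.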
Runt-SMMHC FRET: Runt domain-CBFb-SMMHC interaction inhibition | Q01196+Q13951 | hit rate 0.74% among 220,000 | Cerulean-Runt/Venus-CBFb-SMMHC FRET ratio 530/480, 1 h | AID 1434 | inhibition, % at 20 µM;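 active means mean inhibition across duplicate retests at 20 µM reaching about 50%, limit read from the data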;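 further: 0% = DMSO wells and 100% = wells with excess untagged CBFb-SMMHC; inhibitors lower the FRET ratio by blocking Runt binding to CBFb-SMMHC; some results filed as inactive read as strong as hits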
Target sequence (Q01196 whole entry, looked up, the tested form may be a part): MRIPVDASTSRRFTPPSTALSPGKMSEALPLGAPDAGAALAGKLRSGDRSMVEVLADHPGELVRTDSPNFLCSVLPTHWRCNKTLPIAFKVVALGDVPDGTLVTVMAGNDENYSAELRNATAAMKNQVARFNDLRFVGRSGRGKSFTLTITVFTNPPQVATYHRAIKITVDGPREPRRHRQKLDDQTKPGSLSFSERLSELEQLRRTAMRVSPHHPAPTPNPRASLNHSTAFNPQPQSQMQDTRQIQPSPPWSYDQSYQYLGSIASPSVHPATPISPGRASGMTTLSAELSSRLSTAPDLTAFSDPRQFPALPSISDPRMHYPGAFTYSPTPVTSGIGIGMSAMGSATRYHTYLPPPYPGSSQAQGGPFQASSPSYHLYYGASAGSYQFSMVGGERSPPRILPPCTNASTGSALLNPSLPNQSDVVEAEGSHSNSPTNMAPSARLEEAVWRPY
Target sequence (Q13951 whole entry, looked up, the tested form may be a part): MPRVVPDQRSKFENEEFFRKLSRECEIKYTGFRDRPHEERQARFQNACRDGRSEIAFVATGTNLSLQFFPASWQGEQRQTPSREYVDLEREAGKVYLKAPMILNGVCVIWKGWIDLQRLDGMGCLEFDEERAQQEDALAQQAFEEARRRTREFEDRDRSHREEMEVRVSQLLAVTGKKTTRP
Starred values were filed as active, the others as inactive; / = no result given; + = active, no number; [ ] = another dose, or the depositor's remark.

SMILES	EBV gp42 block	TNF necrop inh	CHOP inhibitor	TRPML3 agonist	TRPN1 ag	PPC-1+TRAIL kill	p47phox inh	MDM2 E3 inh	Runt-SMMHC FRET
C=C(C)CSc1nc(N)c2c(C)c(C)sc2n1	-7	-4.6	49	-0.2	-0.7	7	-4	-12	-1
Cc1ccccc1NC(=O)CNc1ccccc1C(=O)NCc1ccco1	-16	1.1	4	0.0	0.2	4	-11	-10	-2
CC(CNS(=O)(=O)c1ccccc1)(c1ccccc1)N1CCCCC1 (configuration not stated)	-5	1.0	0	0.4	-2.2	3	-5	-10	3
COc1ccc2cc3c(N)c(C(=O)N4CCCC4)sc3nc2c1	-16	-13	-1	-0.6	0.1	12	-20	-11	8
COc1ccc(CCNC(=O)c2cc(-c3cc(C)ccc3O)n[nH]2)cc1OC	-7	-19	1	0.6	1.0	22	-19	/	-4
O=C(C=C1CCN(c2ncc(C(F)(F)F)cc2Cl)CC1)NNC(=O)Nc1ccc(Cl)cc1	-5	-2.2	53	-0.2	1.7	2	-24	-9	4
O=[N+]([O-])c1ccc(NCCNS(=O)(=O)c2ccccc2)c(C(F)(F)F)c1	-1	-3.1	-9	-0.5	0.0	18	-2	2	3
C=C(C)c1cccc(C(C)(C)NC(=O)Nc2ncccn2)c1	-10	-1.2	27	0.5	-1.3	-5	-20	-11	0
O=C(Nc1ccccc1)Nc1ccc(C(=O)N2CCCC2)cc1	-4	-11	13	0.4	0.6	41	-1	-54	3
COc1ccc(-n2c(N)c(C(=O)NCc3ccco3)c3nc4ccccc4nc32)c(OC)c1	-6	-3.3	20	-0.2	1.0	0	-52	-2	95*
O=C(c1cc(Cl)cc(Cl)c1)N1CCN(c2cc(C(F)(F)F)nc3ccccc23)CC1	4	1.3	-12	1.4	-2.2	-16	-7	5	0
O=C(Nc1ccccc1N1CCOCC1)c1ccccc1[N+](=O)[O-]	-9	-3.8	-14	-0.1	-0.1	16	-6	-18	-1
COc1ccc(Cc2nnc(SCC(=O)NC3CCCCC3)n2C)cc1	-11	-0.4	19	0.8	-1.0	15	-5	-7	-3
CCCNC(=O)c1ccc2c(=O)c(O)c(-c3ccc(Cl)c([N+](=O)[O-])c3)[nH]c2c1	-13	-4.6	1	/	/	22	-2	8	-2
COc1ccccc1NC(=O)CN(Cc1ccco1)C(=O)c1cccs1	-14	0.1	-10	0.6	0.5	14	7	2	2
O=C(Cc1c(F)cccc1Cl)Nc1ccc(-n2cnnn2)cc1	-31	0.2	4	0.0	-0.5	2	-11	-1	2
COc1cc(C(=O)NNC(=S)NC(=O)c2ccc3c(c2)OCO3)cc(OC)c1OC	1	0.4	23	0.1	0.2	13	-10	4	-1
CC(=O)C1=C(O)C(=O)N(c2nnn(C)n2)C1c1cccs1 (configuration not stated)	-2	-1.0	7	0.9	1.3	-18	-7	-10	2
COCCN(C(=O)Cc1cccs1)C(C(=O)NC1CCCC1)c1cc(OC)c(OC)c(OC)c1 (configuration not stated)	-12	0.1	4	0.7	0.9	6	-5	-9	0
C/C(=N\NC(=O)CSc1nnc(C)s1)c1ccc(O)cc1	-22	1.3	-8	0.6	-1.0	15	-2	-1	-4
O=c1[nH]c(SCc2cccc(Cl)c2)nc2[nH]ncc12	-14	0.3	17	0.4	1.2	-13	-13	-13	3
Cc1cc(Br)ccc1OCCCCNC(C)(C)C	-4	-8.4	-15	0.8	0.3	8	-19	-6	1
CCOc1ccccc1NC(=O)CC1Nc2ccccc2NC1=O (configuration not stated)	-26	-2.5	13	0.2	-0.7	-6	-68	5	-14
Cn1ncc(C#N)c1NC(=O)C1CC(c2ccccc2Cl)=NO1 (configuration not stated)	-18	1.5	-1	0.5	0.0	21	-10	/	-8
Cn1c(=O)c2c(-c3ccccc3)n(-c3ccccc3O)cc2n(C)c1=O	-27	-1.5	31	0.5	0.5	-4	-63	-11	1
COc1ccc(OC)c(S(=O)(=O)N2Cc3ccccc3CC2C(=O)Nc2nccs2)c1 (configuration not stated)	-3	0.4	19	0.2	-0.8	-16	-7	8	3
O=C(NC1CCCCC1)c1ccc(S(=O)(=O)N2CCCC2)cc1	-13	1.1	5	0.8	1.2	14	-1	4	1
COc1ccc(CNC(=O)CN(C(=O)c2ccc(CN3CCOCC3)o2)C2CCCC2)cc1	-15	-0.5	7	0.3	-0.2	19	-11	-7	-8
COC(=O)c1cc2sc(Cl)cc2n1Cc1nc(-c2ccccc2)oc1C	-6	-0.5	31	0.3	0.8	4	11	-19	1
Oc1ccccc1N1CCN(c2ncccn2)CC1	-13	0.1	40	0.6	-0.4	-8	-14	-4	3
O=C(CCCSc1nc2ccccc2[nH]1)NCc1ccccc1	-4	-1.5	24	-0.6	-1.5	-14	-5	-12	4
CC(C)=CCC/C(C)=C/C(=O)O	-28	1.4	-12	/	/	-6	1	-50	-1
CC(C)CCn1cnc2c(cnn2-c2ccc(F)cc2)c1=O	-1	-0.2	13	0.9	2.9	10	-1	-19	5
CCc1ccc(/C=C2/Sc3ccccc3N(CC(=O)NCCCOC)C2=O)cc1	-12	1.2	14	-0.8	-0.3	6	-1	-16	-4
CCOC(=O)c1ccc(N2CN=C3SCC(=O)N3C2)cc1	-1	-0.9	-8	0.7	1.1	2	5	3	-4
Cc1ccc(N=Cc2c(O)n(-c3cc(Cl)ccc3N3CCOCC3)c(=O)c3ccccc23)cc1C	-24	1.8	-17	0.0	-0.7	-2	-10	-9	-24
N#Cc1ccc(OCC(=O)NCCc2ccccn2)cc1	-19	-1.4	1	0.2	0.2	12	4	-16	-5
N#CC(=C1Nc2ccccc2N1)S(=O)(=O)c1ccccc1	-10	1.3	8	0.9	0.2	4	-6	-14	-7
Cc1cc(OCc2nc(-c3cccnc3)no2)c(C)cc1Br	-3	0.5	86*	0.5	0.2	7	5	0	-6
Cc1ccc(Oc2ccccc2/C=C/C(=O)O)cc1	-7	-1.4	4	0.4	0.1	1	2	-9	6
CC1=C(C(=O)NC(C)c2ccc3c(c2)OCCO3)C2(CCC(C)CC2)OC1=O (configuration not stated)	-3	-0.1	19	-1.1	-0.9	/	-3	-22	-3
Clc1ccc(-c2nnc(-c3ccco3)o2)cc1	-3	-0.7	7	-0.8	-1.4	0	-2	-9	-1
CCOC(=O)c1nc(C)[nH]c1C(=O)OCC	-33	0.8	41	0.9	3.1	21	-1	5	0
Cc1nc(SCC(=O)N2CCOCC2)c2c(=O)n(C)c(=O)n(C)c2n1	-9	2.9	21	1.5	2.5	7	-4	2	2
CCCCNC(=O)CC1SC(=NCC)N(CC)C1=O (configuration not stated)	-16	-0.2	-3	0.2	-0.4	20	-24	-11	-1
OCCn1c(C(F)(F)F)nc2ccccc21	12	-0.8	-6	0.3	0.8	22	6	0	-2
CC(=O)[C@@]1(O)CC[C@H]2[C@@H]3C[C@H](C)C4=CC(=O)CC[C@]4(C)[C@H]3CC[C@@]21C	0	1.8	22	0.6	1.3	27	5	/	4
O=C(O)c1ccc2c(c1)C(=O)N(c1cccc(-c3nc4ccccc4s3)c1)C2=O	-7	-0.7	27	0.4	1.6	39[5 µM]	-15	-13	-12
CCN(C(=O)COC(=O)c1cc(=O)[nH]c2ccccc12)C1CCS(=O)(=O)C1 (configuration not stated)	7	2.5	-9	0.6	2.4	0	1	/	-6
CCCC(=O)C1=C(O)C(C(=O)OC)C(C)(C)CC1=NC (configuration not stated)	-12	-0.5	-2	0.8	0.3	-27	1	-23	-2
CCN(CC)C(=O)CSc1nc(-c2ccccc2)ccc1C#N	-1	0.4	14	1.5	0.0	3	6	-17	-3
Oc1ccc(-c2csc(Nc3ncccn3)n2)c(O)c1	0	9.4	94*	0.1	-2.3	11	5	-3	-10
Cc1nc2ccc(NC(=O)c3c(-c4ccccc4)noc3C)cc2s1	-14	-1.0	-1	-1.3	-0.4	25	9	-27	-3
O=C(Nc1cc(=O)[nH]c2nc(-c3ccc(Cl)cc3)nn12)c1ccccc1	-29	-1.6	-9	0.2	-0.5	8	-7	-13	-4
CN1CCN(C(=O)CSc2cc(=O)n(C)c3ccccc23)CC1	6	-2.5	1	0.5	-0.2	28	5	-18	-3
CCC(=O)c1cc2c(C)cc(=O)oc2c(C)c1OC	-12	-2.6	4	0.2	1.2	20	-10	-1	6
CCOC(=O)C1CCN(C(=O)Cc2cccc3ccccc23)CC1	-14	-0.7	18	0.1	0.8	17	-4	-9	32
CCOC(=O)C1=C(O)CSC1=Nc1ccc(Cl)cc1	-5	0.5	-9	0.3	-2.3	-1	+	-7	1
CCOC(=O)c1cc(C#N)c(N2CCCC2)nc1-c1ccccc1	12	-7.2	55	-0.8	0.9	12	3	9	4
CCn1c(C)nc2cc(C(=O)NNS(=O)(=O)c3cc(Br)ccc3Br)ccc21	-16	1.0	3	0.9	-0.8	-5	-40	-1	2
The list goes on.
SMILES	EBV gp42 block	TNF necrop inh	CHOP inhibitor	TRPML3 agonist	TRPN1 ag	PPC-1+TRAIL kill	p47phox inh	MDM2 E3 inh	Runt-SMMHC FRET
O=C(Nc1ccccc1)N1CCSCC1	-4	0.1	14	0.7	0.9	12	-1	-30	-2
Cc1c(O)c(S(=O)c2ccccc2)c(=O)n(-c2ccccc2)c1-c1ccccc1 (configuration not stated)	-18	0.5	0	-0.3	1.9	22	-5	-7	-8
CC(C)CC(NC(=O)C(CO)NC(=O)C1CCC(=O)N1)C(N)=O (configuration not stated)	-13	0.9	10	0.4	0.8	-2	-3	-5	-1
Fc1ccc(N2CCN(Cc3cnc(Oc4ccc(Br)cc4)s3)CC2)cc1	-21	-0.8	21	1.2	0.9	7	-1	-30	-8
Cc1ccc(-c2cc(C(F)(F)F)n3ncc(C(=O)NCc4ccco4)c3n2)cc1	-1	-1.1	-17	0.6	0.0	-5	3	-6	-11
Cc1ccccc1-n1c(=O)cc(NCC2CCCO2)[nH]c1=O (configuration not stated)	-17	-0.5	-17	0.7	0.4	0	-15	-3	-2

Part of the list above in order of count of non-hydrogen atoms, highest first:
SMILES	EBV gp42 block	TNF necrop inh	CHOP inhibitor	TRPML3 agonist	TRPN1 ag	PPC-1+TRAIL kill	p47phox inh	MDM2 E3 inh	Runt-SMMHC FRET
Cc1c(O)c(S(=O)c2ccccc2)c(=O)n(-c2ccccc2)c1-c1ccccc1 (configuration not stated)	-18	0.5	0	-0.3	1.9	22	-5	-7	-8
CCn1c(C)nc2cc(C(=O)NNS(=O)(=O)c3cc(Br)ccc3Br)ccc21	-16	1.0	3	0.9	-0.8	-5	-40	-1	2
CC(C)CC(NC(=O)C(CO)NC(=O)C1CCC(=O)N1)C(N)=O (configuration not stated)	-13	0.9	10	0.4	0.8	-2	-3	-5	-1
O=C(Nc1ccccc1)N1CCSCC1	-4	0.1	14	0.7	0.9	12	-1	-30	-2

Source: PubChem
